Growth percent in the NCI-60 one-dose screen (48 h, 10 µM unless noted): 100 = growth as untreated, 0 = no growth, -100 = all killed.
HL-60(TB): HL-60(TB) leukemia cells; 9% of 78,000 active; active = growth percent below 10
Numbers without * were called inactive; & = joins results of further samples. An excerpt, so the mix of outcomes need not match the whole.

SMILES	HL-60(TB)
N#C/C(=C\c1cccc(Br)c1)c1nc(N)nc(Nc2ccc(S(N)(=O)=O)cc2)n1	89.3
ONc1nc(NO)c2[nH]cnc2n1	15.1
N#C/C(=C\c1c(Cl)cncc1Cl)c1nc2ccccc2s1	80.2
Fc1ccc(Nc2ccnc(N3CCN(c4ccnc5cc(Cl)ccc45)CC3)n2)cc1	15.9
O=C(O)c1cn(C2CC2)c2cc(N3CCN(C(=O)N/N=C/c4cccc5ccccc45)CC3)c(F)cc2c1=O	97.8
c1ccc2c(c1)[nH]c1c(-c3ccc(-c4nccc5c4[nH]c4ccccc45)cc3)nccc12	99.1
O=C(Nc1ccccc1-c1ccccc1)C(=O)Nc1ccccc1-c1ccccc1	57.7
CC(C)(C)n1nnnc1C(NC12CC3CC(CC(C3)C1)C2)c1c(F)cc(F)cc1F (stereo not drawn)	101.5
O=C(Nc1nc2ccccc2[nH]1)C(=O)Nc1nc2ccccc2[nH]1	99.7
Cc1cc(Cl)c2c(Cl)ccc(Cl)c2n1	96.2
CCOC(=O)C/C(C)=N\NC(N)=S	130.7
CC(C)N1CN2C(=O)N(C)C3NC(=S)N(C1)C32 (stereo not drawn)	90.4

Three structures already listed, arranged by length of the SMILES, low to high:
SMILES	HL-60(TB)
ONc1nc(NO)c2[nH]cnc2n1	15.1
Cc1cc(Cl)c2c(Cl)ccc(Cl)c2n1	96.2
Fc1ccc(Nc2ccnc(N3CCN(c4ccnc5cc(Cl)ccc45)CC3)n2)cc1	15.9

Carrying on:
SMILES	HL-60(TB)
CCc1ccc(Cc2cnc(NC(=O)C3=NCCCN3)s2)cc1	99.3
CC(=O)[C@H]1CC[C@H]2[C@@H]3CC=C4c5sc(N)nc5CC[C@]4(C)[C@H]3CC[C@]12C	89.5
Cc1cccc(-n2nnc(CC(=S)N3CCOCC3)c2C)c1	99.9
NCCc1c[nH]c2ccccc12	132.5
CN1CCN(Cc2ccc(NC(=O)c3ccc(C#Cc4c(N)ncc5ccc(F)cc45)cc3)cc2C(F)(F)F)CC1	-10.7*
COc1cc2nc(C(=O)N3CCCCC3)cc(Nc3ccccc3)c2cc1OC	96.8
C1C2CC3C1C3/C2=N\N=C1/C2CC3C(C2)C13	98.6
CCc1cccc2c3c(sc12)C(c1ccc(Cl)cc1)C(C#N)=C(/N=C/c1ccc(Cl)cc1)O3 (stereo not drawn)	-6.8*
CC1=C(C(=O)c2ccccc2)C(c2c(O)cc(O)cc2O)n2c(nc3ccccc32)N1 (stereo not drawn)	101.3
C1=C\CCC2(OCCO2)C2(CC/1)OCCO2	90.7
CC(=O)OC[C@@]12Oc3c(cccc3-c3ccc(O)c4c3O[C@]3(COC(C)=O)C(=C4O)C(=O)C[C@H](C)[C@@H]3OC(C)=O)C(O)=C1C(=O)C[C@H](C)[C@@H]2OC(C)=O	-46.3*
C=CCSc1nnc(-c2ccc(-c3nc4ccc(Cl)cc4[nH]3)cc2)o1	29.8

5 of the compounds above, comma-delimited.
compound,HL-60(TB)
CCc1ccc(Cc2cnc(NC(=O)C3=NCCCN3)s2)cc1,99.3
CC(=O)[C@H]1CC[C@H]2[C@@H]3CC=C4c5sc(N)nc5CC[C@]4(C)[C@H]3CC[C@]12C,89.5
Cc1cccc(-n2nnc(CC(=S)N3CCOCC3)c2C)c1,99.9
NCCc1c[nH]c2ccccc12,132.5
CN1CCN(Cc2ccc(NC(=O)c3ccc(C#Cc4c(N)ncc5ccc(F)cc45)cc3)cc2C(F)(F)F)CC1,-10.7*

Other records follow.
SMILES	HL-60(TB)
CC(CO)CC(C)(C)C (stereo not drawn)	108.0
O=C(NCCNc1nccc(-c2c(-c3cccc(O)c3)nc3sccn23)n1)c1ccc(N2CCOCC2)c(C(F)(F)F)c1	112.9
COc1cccc(/C=C2\C(=N)N=C(SCc3nc4ccccc4[nH]3)NC2=O)c1	95.0
CCCCCCCCCCOC(=O)c1nn(C(C)=O)c2cc3c(cc12)OCO3	88.3
CCN(CCO)CCCC(C)Nc1ccnc2cc(Cl)ccc12 (stereo not drawn)	107.1&127.7
CNC(=O)NC(C)(C)C	110.7
Cc1ccc(-c2nnc(SCc3ccc(O)c4ncccc34)n2-c2ccccc2)cc1	0.3*
COc1ccc(C(=S)N2CCN(c3ccccc3C)CC2)cc1OC	107.5
Cc1cc2c(cc1S(N)(=O)=O)S(=O)(=O)CCC2	111.3
BrCCc1ccc2ccccc2c1	113.6
CN(C)Cc1cc(OCc2ccccc2)cc(CN(C)C)c1O	85.6
CC1(C)C(N(O)C(=O)Nc2ccc(Cl)cc2)N(c2ccc(Cl)cc2)C(=O)N1CC(=O)N/N=C/C=C/c1ccc([N+](=O)[O-])o1 (stereo not drawn)	-36.0*
CCOC(=O)C(NC(=O)NC)C(=O)OCC	98.2
CSC1=Nc2c(c(C)c(-c3ccccc3)n2CCCC(=O)O)C2=NC(=O)CN12	82.9
Cc1ccc(-[n+]2c3cc(N)c(C)cc3nc3cc(C)c(Nc4ccccc4)cc32)cc1	-20.6*
Oc1cccc2ccc(-c3nnc(SCc4ccc(O)c5ncccc45)o3)nc12	13.7
Cc1cccc(N2C(=O)/C(=C3\SC(=S)N(c4cccc(C)c4)C3=O)SC2=S)c1	105.5
NC(=O)Cc1nc(O)cc(=O)[nH]1	87.4
N#Cc1c(-c2ccc(Cl)cc2Cl)c(C#N)c(=O)n(Cc2nc3ccccc3[nH]2)c1N	103.2
N#Cc1ccc(NN=Nc2ccccc2C#N)cc1	96.3
CS(=O)(=O)c1ccc(-c2nc3ccccn3c2-c2nc3ccccc3[nH]2)cc1	95.2
CCOC(=O)C1(CC)OC12CCCCC2 (stereo not drawn)	119.0
COc1cc2oc(-c3cccc(C(=O)Nc4ccc5c(c4)OCO5)c3)cc(=O)c2c(OC)c1OC	69.7
CCOc1ccc(/C=N/NC(N)=S)cc1OCC	98.2
CCCC(=O)NC(c1ccc2c(c1)OC(F)(F)O2)c1cc(C)c2cccnc2c1O (stereo not drawn)	-4.8*
O=C(N/N=C/C=C/c1ccccc1)c1ccncc1	64.8
O=C1/C(=C/c2ccc(O)cc2)COc2ccc(O)cc21	96.2
CC(C)(C)[Si](C)(C)O[C@@H](CCO)C[C@H](CCCc1ccccc1)c1cc2ccccc2s1	84.5
Cc1ccc(/C=C2\SC(=S)N(CC(=O)NCCCN3CCOCC3)C2=O)cc1	99.4
COc1cc(C(=O)C(O)c2ccc(O)c(OC)c2)ccc1O (stereo not drawn)	85.2
COc1ccc(CC(=O)Nc2nn3c(-c4cc(C(F)(F)F)cc(C(F)(F)F)c4)nnc3s2)cc1	52.0
CCOC(=O)C1NN(c2ccc(S(N)(=O)=O)cc2)c2nc3nc(-c4cccs4)cc(-c4cccs4)c3c(=O)n21 (stereo not drawn)	96.2
Cc1ccc(CNc2c3ccccc3nc3ccccc23)cc1	25.5
C1CN2CCOB(O1)OCC2	102.2
N#C/C(=C\c1ccccc1)c1nc(N)nc(Nc2ccc(S(N)(=O)=O)cc2)n1	97.9
CCN(CCO)C(C(=O)O)c1ccccc1 (stereo not drawn)	104.5
O=[N+]([O-])c1ccc(/C=N/c2nnc(-c3ccncc3)o2)cc1	101.5
CC(=O)c1ccc(NC(=O)CSc2nnc(-c3ccc(-c4nc5ccccc5[nH]4)cc3)o2)cc1	91.4
CCc1cc(C(N)=S)ccn1	115.4
C[n+]1cccc(C#N)c1	95.5
Cc1c(-c2cnc3ccc(Br)cc3c2C(=O)O)nnn1-c1ccc(Cl)cc1	95.0
COc1ccc(/C=N/OCCC(=O)N2CC(C)OC(C)C2)cc1OC1CCCC1 (stereo not drawn)	110.3
Fc1ccc(C(c2ccc(F)cc2)C(Cl)Cl)cc1	85.7
O=[N+]([O-])c1ccccc1/C=N\Nc1ccccc1	87.4&82.5
CCCCCC(=O)NCC(=O)OC	94.1
FC(F)(F)c1ccc(-c2cn3c(ccc4ccccc43)n2)cc1	104.6
CSc1nnc(C2=CC(=O)c3ccccc3C2=O)n1-c1ccccc1	4.6*
CC(C)CCNC(=O)Cn1ccc(N2CCCCC2)cc1=O	111.5
NCCn1cc(-c2nc(-c3c[nH]c4ncccc34)cs2)c2cc(F)ccc21	62.0
N=C(N)c1ccc(-c2ccc(-c3cc(Cl)cc(Cl)c3)o2)nc1	-74.7*
O=Cc1ccc(O)c(O)c1	88.0
CCN(CC)CCCC(C)Nc1c(-c2ccccc2)cnc2cc(Cl)ccc12 (stereo not drawn)	56.3
COCCNC(=O)Cc1c(-c2ccccc2)oc2cc(OC)c(OC)c(OC)c12	116.7
CCN(CC)CC(O)c1ccc(Cl)c(Cl)c1 (stereo not drawn)	104.0
COc1ccc(C2=Nn3c(nnc3-c3cc(OC)ccc3OC)SC2)cc1	91.6
C=Cc1cc2oc3ccccc3c(=O)c2c(O)c1-c1cc(OC)c2cc(CCC)n(C)c(=O)c2c1O	107.9
CCCCCCCOc1ccc(C(=O)CCN2CCOCC2)cc1	82.5
C/C(Cc1ccccc1)=N\NC(N)=S	94.5
Cc1ccc(NC(=O)C23CC(CN4CCN(C)CC4)(C2)C3)cc1Nc1nccc(-c2cccnc2)n1	112.1
CC(=O)OC(COC(c1ccccc1)(c1ccccc1)c1ccccc1)Cn1cnc2c1c(=O)n(C)c(=O)n2C (stereo not drawn)	114.8
Additional compounds.
SMILES	HL-60(TB)
CN(C)c1nc(-c2ccco2)n2nc(-c3ccco3)cc2n1	97.3
COc1ccc(CC(N)C(=O)O)cc1 (stereo not drawn)	103.5
O=C(CSc1nnnn1-c1ccccc1)c1cc2cc(Cl)ccc2oc1=O	102.5
CC[N+](CC)(CC(=O)Nc1c(C)cccc1C)Cc1ccccc1	94.7&79.6
ClCCCOCc1ccccc1	74.8
CCc1ccc(CNCC(O)c2ccccc2)cc1 (stereo not drawn)	95.7
O=C(NCCO)C(F)(F)F	103.5
C1=CCc2c(cccc2OCCCCCCN2CCCCCC2)C1	82.2
CCC(C)(C)C(=O)O[C@H]1C[C@@H](C)C=C2C=C[C@H](C)[C@H](CC[C@@H]3C[C@@H](O)CC(=O)O3)[C@H]21	77.1
Cc1cccc(Cl)c1-n1cc(-c2ccc(Br)cc2)oc1=Nc1ccc(Nc2ncnc3sc4c(c23)CCCC4)cc1	78.9
Cc1cnc(N)nc1-c1ccccc1	108.5&96.3
CCCc1c(CC)c(=N)c2ccccc2n1C	32.7

In the list so far, these have a nitro group on carbon:
SMILES	HL-60(TB)
CC1(C)C(N(O)C(=O)Nc2ccc(Cl)cc2)N(c2ccc(Cl)cc2)C(=O)N1CC(=O)N/N=C/C=C/c1ccc([N+](=O)[O-])o1 (stereo not drawn)	-36.0*
O=[N+]([O-])c1ccc(/C=N/c2nnc(-c3ccncc3)o2)cc1	101.5
O=[N+]([O-])c1ccccc1/C=N\Nc1ccccc1	87.4&82.5

Continued.
SMILES	HL-60(TB)
Cc1ccc2c(c1)nc(-c1ccccc1)n2CC(=O)N=Nc1c(O)[nH]c2ccc(Br)cc12	7.9*
COc1ccc(/C=N/NC(=O)c2cnn3c2N(C(C)=O)C(c2ccccc2)C3)cc1OC1CCCC1 (stereo not drawn)	104.2
O=C(CSc1nnc(-c2ccc(-c3nc4ccc(Cl)cc4[nH]3)cc2)o1)Nc1ccc(Cl)cc1	4.3*
CC(=O)c1cc(-c2ccc(Cl)cc2)nc2ccccc12	100.7
C[C@]12CC[C@H]3[C@@H](CC=C4c5nc(N)sc5CC[C@@]43C)[C@@H]1CC[C@@H]2O	87.8
N#CC1=C(O)C(=O)/C(=C(\O)c2ccccc2)C1c1ccccc1 (stereo not drawn)	94.1
CCCC(O)Cn1ncc(C(=O)OCC)c1NC(=O)NCc1cccc(F)c1 (stereo not drawn)	59.2
COc1ccc(Sc2ccc3[nH]c(=O)nc(N)c3c2)cc1	94.9
ClCC[n+]1ccccc1	133.9
C/C(=N/O)c1ccc(NC(=O)C(C)N2CCN(c3cc4c(cc3F)c(=O)c(C(=O)O)cn4C3CC3)CC2)cc1 (stereo not drawn)	77.0
Cc1ccc(C(=O)N2CCN(c3ccc(NC(=O)c4cccs4)cc3)CC2)cc1	77.8
COc1cc(C)cc2oc3oc(=O)c(C(=O)c4cc5ccccc5o4)cc3c(=O)c12	110.9
Nc1[nH]c(=S)nc2c1nnn2-c1ccc(S(N)(=O)=O)cc1	73.9
CC(C)CSc1nc(NNC(N)=S)c(C#N)c(-c2ccccc2)n1	108.7
COc1ccc(C(=O)Nc2ncc(Cc3ccc(F)cc3)s2)cc1	-2.3*
COc1cc(/C=C2\Oc3cc(OCCCN4CCCC4)ccc3C2=O)cc(OC)c1	72.5
Cc1ccc(-c2nc(C#N)co2)cc1	100.5
COc1ccc(NC(=O)CCCCCCNC(=O)C(O)(O)C(F)(F)F)cc1	11.3
COc1cc(/C=C/C(=O)c2ccc(F)cc2)ccc1Oc1nc(Nc2ccc(F)cc2)nc(N(C)C)n1	61.3
COc1cccc(-c2cnco2)c1OCc1c(C)c(COc2c(OC)cccc2-c2cnco2)c(C)c(COc2c(OC)cccc2-c2cnco2)c1C	76.4
COc1ccc2cc(-c3nn(-c4ccc(C(=O)O)cc4)cc3CO)ccc2c1	50.3
CCn1cc(C(=O)N/N=C/c2ccc(Br)cc2)c(=O)c2cc(F)c(N3CCNC(C)C3)c(F)c21 (stereo not drawn)	48.7
Cc1c(C(CC(=O)O)c2ccccc2)c(=O)[nH]n1-c1ccccc1 (stereo not drawn)	103.4
C#CCOc1cccc(-c2ncnc3cc(NC(=O)CCl)ccc23)c1	-29.7*
CNCC1COC(c2ccccc2)(c2ccccc2)O1 (stereo not drawn)	80.4
O=C(OCCOCCO)N(c1cccc(Br)c1)c1nc(SCCN2CCOCC2)nc2c1cnn2CC(Cl)c1ccc(Br)cc1 (stereo not drawn)	-46.8*
O=c1[nH]c2ncccc2n2cc3ccccc3c12	93.4
COc1ccc2c(c1)sc1nc(-c3ccccc3)c(-c3ccsc3)n12	14.2
NC1CCOC1=O (stereo not drawn)	97.9
O=C(NC1CCOC1=O)OCc1ccccc1 (stereo not drawn)	105.4
O=C(COc1ccccn1)Nc1cc(O)c2c(=O)cc(-c3ccccc3)oc2c1	107.2
O=[N+]([O-])c1ccc(N/N=C/c2cccc(O)c2)nc1	100.0
O=S(=O)(c1ccc(Cl)cc1)N1CCN(c2nccc(-c3c(-c4cccc(F)c4)nc4sccn34)n2)CC1	96.3
COC(=O)C(CC(=O)Nc1ccc(C(=O)N2CCOCC2)cc1)c1ccc(C(F)(F)F)cc1 (stereo not drawn)	103.4
